# Screening data deposited in PubChem by several laboratories.
# CHT PAM: CHT positive allosteric modulators, primary screen, cell-based, membrane potential dye, choline EC20; hit rate 0.49% among 310,000; High affinity choline transporter 1 (Homo sapiens), Q9GZV3; B-score at 10 µM; CHT-expressing cells; hits give high values; LV-AA mutant CHT in HEK293 cells; AID 488977, 2010;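 active = initial fluorescence not abnormally high and integrated response B-score, plate-corrected, over 3 SD above library mean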
# Target sequence (Q9GZV3 whole entry, looked up): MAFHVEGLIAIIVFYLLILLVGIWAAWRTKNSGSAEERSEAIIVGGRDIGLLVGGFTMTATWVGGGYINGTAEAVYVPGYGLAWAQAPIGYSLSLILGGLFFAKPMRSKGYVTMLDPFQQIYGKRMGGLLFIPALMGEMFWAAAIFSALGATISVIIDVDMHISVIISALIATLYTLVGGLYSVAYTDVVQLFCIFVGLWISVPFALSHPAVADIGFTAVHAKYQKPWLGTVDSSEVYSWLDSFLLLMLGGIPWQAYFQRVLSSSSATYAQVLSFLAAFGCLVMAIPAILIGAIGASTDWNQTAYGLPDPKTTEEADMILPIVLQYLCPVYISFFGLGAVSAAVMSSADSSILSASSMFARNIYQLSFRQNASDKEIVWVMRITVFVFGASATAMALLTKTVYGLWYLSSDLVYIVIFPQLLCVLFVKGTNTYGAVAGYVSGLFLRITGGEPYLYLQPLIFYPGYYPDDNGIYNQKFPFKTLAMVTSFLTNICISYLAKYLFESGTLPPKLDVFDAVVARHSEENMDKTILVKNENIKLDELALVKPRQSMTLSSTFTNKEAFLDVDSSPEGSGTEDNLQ
# OX1R antag-1: OX1R (HCRTR1) antagonists, primary screen, fluorescence, CHO/OX1R cells, Fluo-8 calcium, orexin A | hit rate 0.43% among 330,000 | AID 434989, 2010 | inhibition, % at 5 µM | Fluo-8 calcium fluorescence | Orexin/Hypocretin receptor type 1 (Homo sapiens), O43613;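 active = inhibition above its plate's threshold, mean inhibition of all tested compounds on the plate plus 3 SD, cut at about 37% in these data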;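 also: 0% = orexin A challenge wells and 100% = SB-334867-A antagonist wells; not every result past the cut was called active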
# Target sequence (O43613 whole entry, looked up): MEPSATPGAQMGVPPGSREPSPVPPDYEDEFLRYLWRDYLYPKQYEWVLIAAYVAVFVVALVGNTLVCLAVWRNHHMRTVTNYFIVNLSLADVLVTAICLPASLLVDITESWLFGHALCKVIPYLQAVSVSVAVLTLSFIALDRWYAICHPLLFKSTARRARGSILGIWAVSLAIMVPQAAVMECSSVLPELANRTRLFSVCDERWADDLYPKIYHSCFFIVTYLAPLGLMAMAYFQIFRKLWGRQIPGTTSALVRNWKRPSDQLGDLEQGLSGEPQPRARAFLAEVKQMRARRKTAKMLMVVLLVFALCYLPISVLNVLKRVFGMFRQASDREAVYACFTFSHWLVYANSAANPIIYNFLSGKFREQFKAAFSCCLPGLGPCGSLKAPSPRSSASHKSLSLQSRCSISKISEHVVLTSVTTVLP
# OX1R antag-2: antagonists of human orexin 1 receptor (OX1R) | Orexin/Hypocretin receptor type 1 (Homo sapiens), O43613 | OX1R-expressing cells, FRET antagonist read-out | inhibition, % at 6.6 µM | hit rate 1.8% among 330,000 | AID 485270, 2010; in the data active = inhibition mostly above about 38%, no sharp cut-off; inactive = mostly below about 40%;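 also: 0% = agonist challenge alone and 100% = reference antagonist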
# Active calls of the source: *; i = inactive; . = not tested or not shown.
structure	CHT PAM	OX1R antag-1	OX1R antag-2
COc1cc(C)c(NC(=O)COc2ccc3c(c2)CCC3)cc1OC	.	3	10
Cc1ccccc1NS(=O)(=O)c1ccc(C(=O)N2CC(C)OC(C)C2)cc1 (centres undefined)	i	-5	23
COc1ccc(C2=NN(C(N)=S)C(c3ccccc3)C2)cc1 (centres undefined)	i	-20	39
COc1ccc(/C=N/N2C(C)CCCC2C)cc1OC (centres undefined)	i	-7	9
O=C(CSc1ccc(-c2ccco2)nn1)NCc1ccccc1Cl	i	-29	33
CCOCCCNC(=O)CN(c1cc([N+](=O)[O-])ccc1OC)S(C)(=O)=O	i	-6	5
Cc1ccc(NC(=O)CN2C(=O)NC3(CCc4ccccc43)C2=O)cc1S(=O)(=O)N1CCCCC1 (centres undefined)	i	-24	22
O=C(CCc1ccccc1)OCC(=O)c1ccc(Br)cc1	i	-2	12
O=S(=O)(c1ccc(F)cc1)N1CCC(N2CCCCCC2)CC1	i	-20	14
COc1ccccc1N1CCN(C(=O)/C=C/c2ccc3c(c2)OCO3)CC1	i	-26	27
CC(=O)Nc1c(Br)cc(N2C(=O)CCC2=O)cc1Br	i	-1	9
COc1ccc(N(CC(=O)NCc2ccco2)C(=O)CCC(=O)Nc2nccs2)c(OC)c1	i	-8	34
COc1cc2cc(C[C@H](C)O)oc(=O)c2cc1OC	.	-6	4
O=C(NCCCN1CCCC1=O)c1cccc(S(=O)(=O)Nc2ccc(F)cc2)c1	.	0	4
COc1ccccc1C(=O)NCc1nnc(SC(C)C(=O)Nc2nccs2)n1C (centres undefined)	i	-14	14
Cc1cccc(NC(=O)Nc2ccc(F)cc2)n1	i	-20	1
O=C(CSCc1ccccc1)Nc1cccc(F)c1	i	-21	18
CNc1ccc2c3c(cccc13)C(=O)N(C)C2=O	i	88*	9
Cc1c(C)n(-c2ccc(Cl)cc2)c2ncnc(N)c12	i	-23	8
COc1ccc(NC(=O)CCSc2nnc(C)s2)cc1	i	-25	10
C=CCNC(=O)c1onc(CSc2cc(C)cc(C)c2)c1C(=O)O	i	2	7
CCn1nc(C(=O)NC2=NCCS2)c2ccccc2c1=O	i	-12	9
CCCCC(C(=O)NC1CCCC1)N(C(=O)c1snc(C(N)=O)c1N)c1ccc(F)cc1 (centres undefined)	i	-26	15
O=C(C1CCCCN1S(=O)(=O)c1ccc(F)cc1)N1CCN(c2ccccc2F)CC1 (centres undefined)	i	-21	5
Cc1cc(C)cc(NC(=O)C(=O)NCC2CCCO2)c1 (centres undefined)	i	-20	7
Cc1c(NC(=O)c2ccc(C(C)(C)C)cc2)cccc1[N+](=O)[O-]	i	-31	29
COc1cccc(NC(=O)C2CCC(CNS(=O)(=O)c3ccc4c(c3)CC(C)N4C(C)=O)CC2)c1 (centres undefined)	i	-26	-5
COc1ccc(-c2[nH]ncc2CNC(C)CCn2cccn2)c(F)c1 (centres undefined)	i	-2	10
Cc1ccc(-n2ncc3c(NCCCN4CCOCC4)ncnc32)c(C)c1	i	-26	4
Cn1c(=O)oc2cc(S(=O)(=O)CCC(=O)Nc3ccccc3)ccc21	i	-14	-6

# A draw from above in order of molecular weight, smallest number first.
structure	CHT PAM	OX1R antag-1	OX1R antag-2
COc1ccc(/C=N/N2C(C)CCCC2C)cc1OC (centres undefined)	i	-7	9
COc1ccc(NC(=O)CCSc2nnc(C)s2)cc1	i	-25	10
C=CCNC(=O)c1onc(CSc2cc(C)cc(C)c2)c1C(=O)O	i	2	7

# The list continues.
structure	CHT PAM	OX1R antag-1	OX1R antag-2
O=C(O)c1ccc(CNCc2ccccc2Cl)cc1	i	-10	7
Cc1cc2nc(-c3ccc(NC(=O)c4cccnc4)cc3)oc2cc1C	i	-18	11
CC(C)CC1(C)NC(=O)N(CC(=O)Nc2ccc3c(c2)OCCO3)C1=O (centres undefined)	.	-16	5
O=C(/C=C/Nc1ccc(S(=O)(=O)Nc2ncccn2)cc1)c1cccs1	i	-9	12
O=C(Nc1cccc(-c2cn3cccnc3n2)c1)c1ccc2c(c1)OCO2	i	-21	21
Cc1cccc(C(=O)OCC(=O)NCC2CCCO2)c1O (centres undefined)	.	9	2
Cc1ccc2nc(NC(=O)CNS(=O)(=O)c3ccc(Br)s3)sc2c1	i	-25	22
O=C(N/N=C/c1cc([N+](=O)[O-])ccc1O)C1C2CCCCC21 (centres undefined)	i	4	8
COc1ccc(C(=O)/C=C(/C)N(C)C)cc1	i	-11	18
Cc1ccc(S(=O)(=O)N/N=C/c2ccc(C(=O)O)cc2)cc1	i	-1	11
COC(=O)CCC(=O)OC1(C)C(=O)C2=CN(C3CCCC3)C(c3ccc(OC)cc3)=CC2=C(Br)C1=O (centres undefined)	i	-13	53
O=C1CN(C(=O)COC(=O)CCSc2ccccc2Cl)c2ccccc2N1	i	-8	14
Cc1cc(C)c(CN2CCC(n3nccc3NC(=O)CCOc3ccccc3)CC2)cc1C	i	-27	14
CC(NC(=O)COC(=O)C1CCN(S(=O)(=O)c2ccccc2C(F)(F)F)CC1)c1ccccc1 (centres undefined)	i	-5	-6
CCOCCCNC(=O)C(NC(=O)c1ccccc1O)c1ccc(C)cc1 (centres undefined)	i	-12	22
COc1ccc(C(=O)Nc2cc([N+](=O)[O-])ccc2N2CCCC2)cc1	i	-26	34
CCOC(=O)C1=C(C)NC(=O)NC1c1ccco1 (centres undefined)	i	11	4
COc1ccc(CCNc2ccncn2)cc1	i	10	8
Cc1ccccc1NC(=O)N1c2ccccc2CC1C (centres undefined)	i	-35	5
COc1ccc2cc3cc(C(=O)NCCN4CCN(c5ccccc5F)CC4)oc3nc2c1	i	-36	36
COc1ccc(CCNS(=O)(=O)c2ccc3c(c2)CCCC3)cc1OC	.	-5	12
C=CCCC(=O)Nc1nc(C)c(-c2csc(Nc3cc(Cl)ccc3OC)n2)s1	i	-22	30
O=C(C[C@H]1C[C@H](C(=O)N2CCCCC2)[C@@]2(CCc3ccccc3)c3[nH]c4ccc(Cl)cc4c3CCN2C1=O)NCCc1ccccn1	.	47	15
CCOCCCNC(=O)c1cn(CC)c2ccc(S(=O)(=O)N3CCCC3)cc2c1=O	i	-13	0
CN(C)S(=O)(=O)n1cc(/C=C(\NC(=O)c2ccccc2Cl)C(=O)NCCN2CCOCC2)c2ccccc21	i	-25	23
NS(=O)(=O)c1cccc(NC(=O)c2cc3ccccc3o2)c1	i	17	-4
COc1ccc(S(=O)Cc2ccc(C(=O)NC3CC3)o2)cc1 (centres undefined)	i	12	13
Cc1ccc(C)c(OCc2nc3ccccc3[nH]2)c1	i	-12	23
COc1ccc(N2CCN(C(CNC(=O)c3ccco3)c3cccnc3)CC2)cc1 (centres undefined)	i	-12	12
COc1ccc(-n2c(Cc3cccn3C)nnc2SCC(=O)Nc2ccc(F)cc2F)cc1	i	-22	15
O=S(=O)(NCCOc1ccccc1F)c1ccc(Cl)cc1F	.	5	6
N/C(=N\OC(=O)CCCOc1ccccc1)c1ccc(Br)cc1	i	-13	16
C=CCN(c1ccccc1)S(=O)(=O)c1ccc2c(c1)N(C(C)=O)CCO2	i	-23	8
COc1ccccc1NS(=O)(=O)c1cc(NC(=O)CCC(=O)c2cccs2)ccc1Cl	i	-3	15
CCC1(c2ccccc2)NC(=O)N(CC(=O)Nc2ccccc2N2CCCC2)C1=O (centres undefined)	i	-3	17
CCn1nc(CC(=O)Nc2ccc(-n3cnnn3)c(C)c2)c2ccccc2c1=O	i	-19	29
Cc1nc(CN2CCN(Cc3nc(C(c4ccccc4)c4ccccc4)no3)CC2)cs1	i	-40	16
CCCOc1ccc2c(c1)C(=NN=C(N)N)c1cc(OCCC)ccc1-2	i	-19	-3
Cc1cc(C)c2nc(N3CCOCC3)c(C#N)cc2c1	i	-2	5
CN(C(=O)CCNC(=O)N1CC(=O)Nc2ccccc21)C1CCCCC1	i	3	12
CN(Cc1cccc(-n2cccn2)c1)Cc1cn(C)nc1-c1ccccc1F	i	-4	19
c1cc2c3c(cccc3c1)NC1(CCCCCC1)N2	i	-18	22
CC(=O)OC(COc1ccc(F)cc1)Cn1cnc2ccccc21 (centres undefined)	i	-22	10
O=C(Nc1ncccc1O)c1ccc(Cl)c(S(=O)(=O)N2CCCCCC2)c1	i	-16	28
Cc1nn(-c2ccccc2)c2sc(C(=O)OC3CCOC3=O)cc12 (centres undefined)	i	9	39
COc1cccc(N2CCN(C(=O)CN(c3ccc(C)cc3)S(=O)(=O)c3c(C)n[nH]c3C)CC2)c1	i	-33	-1
Cc1ccc(/C=N\n2c(-c3ccccc3)n[nH]c2=S)s1	i	-25	38
CC(C)NC(=O)N(C)C[C@H]1Oc2ccc(NC(=O)Nc3ccc4c(c3)OCO4)cc2C(=O)N([C@H](C)CO)C[C@@H]1C	.	0	5
CCN(CCCNC(=O)CCCn1c(=O)[nH]c2ccccc2c1=O)c1cccc(C)c1	i	-31	14
CCOc1ccc(NC(=O)N2CCC(NC(=O)C(Cc3ccccc3OC)NC(C)=O)CC2)cc1 (centres undefined)	i	-10	26
CC(=O)N1C(=O)C2(Nc3ccccc3N2)c2ccccc21	i	-9	27
O=C(N/N=C1\CCCc2ccccc21)C(O)c1ccccc1 (centres undefined)	i	9	16
COc1ccc(Cc2nnc3n2N=C(c2cc4ccccc4o2)CS3)cc1OC	i	-43	10
Cc1cnc(C(=O)OCC(=O)NC23CC4CC(CC(C4)C2)C3)cn1	i	-5	3
CCN(Cc1ccccc1)C(=O)CCS(=O)(=O)c1ccc2c(c1)oc(=O)n2C	i	-28	9
Cc1cc(-c2nn(-c3ccccc3F)cc2CNCCc2cnc[nH]2)c(C)s1	i	-18	18
Cc1cc(C)cc(NC(=S)N=Nc2c(O)n(C)c3ccc(S(=O)(=O)N4CCOCC4)cc23)c1	i	-12	20
CCOC(=O)C1=C(CC)Nc2ccccc2N=C1NC(=O)Cn1cnc2ccccc2c1=O	i	-12	7
COc1ccc(-c2nc(CS(=O)(=O)CC(=O)NCc3cccc(F)c3)c(C)o2)cc1	i	-21	14
C=CCc1cc(/C=C2/NC(=S)NC2=O)cc(OC)c1O	i	1	59

# Already shown: an excerpt of the list.
structure	CHT PAM	OX1R antag-1	OX1R antag-2
Cc1ccc(/C=N\n2c(-c3ccccc3)n[nH]c2=S)s1	i	-25	38
CC(C)NC(=O)N(C)C[C@H]1Oc2ccc(NC(=O)Nc3ccc4c(c3)OCO4)cc2C(=O)N([C@H](C)CO)C[C@@H]1C	.	0	5
CCN(CCCNC(=O)CCCn1c(=O)[nH]c2ccccc2c1=O)c1cccc(C)c1	i	-31	14
CCOc1ccc(NC(=O)N2CCC(NC(=O)C(Cc3ccccc3OC)NC(C)=O)CC2)cc1 (centres undefined)	i	-10	26
CC(=O)N1C(=O)C2(Nc3ccccc3N2)c2ccccc21	i	-9	27
O=C(N/N=C1\CCCc2ccccc21)C(O)c1ccccc1 (centres undefined)	i	9	16
COc1ccc(Cc2nnc3n2N=C(c2cc4ccccc4o2)CS3)cc1OC	i	-43	10
Cc1cnc(C(=O)OCC(=O)NC23CC4CC(CC(C4)C2)C3)cn1	i	-5	3
CCN(Cc1ccccc1)C(=O)CCS(=O)(=O)c1ccc2c(c1)oc(=O)n2C	i	-28	9
Cc1cc(-c2nn(-c3ccccc3F)cc2CNCCc2cnc[nH]2)c(C)s1	i	-18	18
Cc1cc(C)cc(NC(=S)N=Nc2c(O)n(C)c3ccc(S(=O)(=O)N4CCOCC4)cc23)c1	i	-12	20
CCOC(=O)C1=C(CC)Nc2ccccc2N=C1NC(=O)Cn1cnc2ccccc2c1=O	i	-12	7
COc1ccc(-c2nc(CS(=O)(=O)CC(=O)NCc3cccc(F)c3)c(C)o2)cc1	i	-21	14
C=CCc1cc(/C=C2/NC(=S)NC2=O)cc(OC)c1O	i	1	59

# Additional results follow:
structure	CHT PAM	OX1R antag-1	OX1R antag-2
O=C(CN1C(=O)c2ccccc2S1(=O)=O)Nc1ccccc1	i	-6	3
O=C(CCNS(=O)(=O)c1ccc(OC(F)(F)F)cc1)NCCc1c[nH]c2ccccc12	.	-1	3
CC[C@]1(c2ccccc2C)ON(c2ccccc2C(F)(F)F)C1=O	.	-15	5
O=C(Nc1ccc2[nH]ncc2c1)c1ccccc1Cl	i	-10	18
Oc1cccc2ccc(Nc3ccccn3)nc12	i	-13	3
NC(=O)c1ccc(NC(=O)CSc2nnc(-c3ccncc3)n2Cc2ccco2)cc1	i	-4	11
Cc1ccc(NC(=O)c2ccc(NCCCN3CCC(C)CC3)c([N+](=O)[O-])c2)cc1F	i	-41	26
CCOC(=O)c1sc(N2C(=O)C(O)=C(C(=O)c3ccc(C)o3)C2c2cccc([N+](=O)[O-])c2)nc1C (centres undefined)	i	-39	27
O=C1CCC(=O)N1CN(Cc1ccco1)CN1C(=O)CCC1=O	i	-5	9
Cn1c(=O)c2c(O)cc(=O)[nH]c2n(-c2ccccc2)c1=O	i	-17	18
O=C(CCc1nnc(Cc2ccc(-c3ccccc3)cc2)o1)NCCc1ccccn1	i	-22	8
Cc1ccc(S(=O)(=O)N2CCN(C(=O)N(c3ccccc3)c3ccccc3)CC2)cc1	i	-3	9
Cc1ccn2c(=O)nc(SCC(=O)N3CCCc4ccccc43)nc2c1	i	-23	16
COc1ccc(OCCNc2c([N+](=O)[O-])c(=O)oc3ccccc23)cc1	i	-18	47
Cc1ccc(Nc2ccc([N+](=O)[O-])ccc2=O)cc1	i	-3	20
